Bioassay records as filed in PubChem BioAssay.
GlmU inhibition = inhibition of mycobacterial GlmU enzyme – biochemical, glucosamine-1-phosphate acetyltransferase (AID 1376); M. tuberculosis GlmU acetyltransferase enzyme assay; higher % means a stronger effect; inhibition, %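 (tested at 30 µM in the primary screen)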; hits with a dose series show IC50 in µM; actives 0.25% (n = 220,000); in the data active = inhibition above about 13%; inconclusive = no clear call, values can overlap the other calls;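 note: 0% = complete reaction with vehicle and 100% = reaction without substrate; strong numbers were not always called active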
Mtb RmlCD inh = M. tuberculosis RmlC/RmlD coupled enzyme inhibitors, primary screen, biochemical, compound mixtures, 384-well, from 1536-well plates | AID 1533, 2009 | RmlC+RmlD coupled enzyme assay, percent inhibition; primary screen in compound mixtures | inhibition, % at 3.6 µM | dTDP-4-dehydrorhamnose reductase (Mycobacterium tuberculosis (strain ATCC 25618 / H37Rv)) … | actives 0.03% (n = 160,000); in the data active = inhibition mostly above about 34%, no sharp cut-off; inconclusive = no clear call, values can overlap the other calls; inactive = mostly below about 22%; note: some results filed as inactive read as strong as hits
Target sequence (P9WH09 whole entry, looked up): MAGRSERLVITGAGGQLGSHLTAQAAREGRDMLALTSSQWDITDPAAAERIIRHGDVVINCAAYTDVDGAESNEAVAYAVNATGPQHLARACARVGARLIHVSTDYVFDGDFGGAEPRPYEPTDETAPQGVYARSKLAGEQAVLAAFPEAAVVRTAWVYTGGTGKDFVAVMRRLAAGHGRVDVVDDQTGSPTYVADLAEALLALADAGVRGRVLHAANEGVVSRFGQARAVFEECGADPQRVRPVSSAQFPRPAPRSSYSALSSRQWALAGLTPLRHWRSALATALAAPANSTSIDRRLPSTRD
Target sequence (P9WH11 whole entry, looked up): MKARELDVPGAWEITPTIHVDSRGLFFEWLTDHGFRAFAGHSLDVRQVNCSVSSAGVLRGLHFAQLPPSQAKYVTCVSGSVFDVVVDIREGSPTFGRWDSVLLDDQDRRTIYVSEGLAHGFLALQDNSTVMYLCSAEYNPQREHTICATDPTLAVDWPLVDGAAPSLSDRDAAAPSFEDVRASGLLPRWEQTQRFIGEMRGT
The depositor's hits bear a star; ? = inconclusive; / = not tested or not shown; & = joins results of further samples.

Molecule	GlmU inhibition	Mtb RmlCD inh
CC(=O)N(Cc1ccccc1)c1ccccc1C(=O)O	2.2%	0
COc1c(C)cccc1C(=O)NC(=S)Nc1cccc2nsnc12	2.5%	/
O=C1OC(N2CCN(C(=O)C3CCCO3)CC2)c2ccccc21 (stereo not given)	3.3%	1
O=C(CSc1nnc(SCc2ccc(Cl)cc2)s1)N/N=C/c1ccccc1C(=O)O	-2.2%	-2
COc1ccnc(Oc2ccc(F)cc2)c1C(=O)N/C=N/OCc1ccc(F)cc1Cl	0.6%	-6
COc1ccc(/C=C/C(=O)c2sc(-c3ccc(Cl)cc3)nc2C)cc1	-1.9%	/
Clc1ccc2nc(-c3ccc4c(c3)OCO4)cn2c1	0.8%	/
Cc1cccc(C(=O)Nc2cccc(Br)c2)c1[N+](=O)[O-]	2.8%	/
CC1CCN(C(=O)CSc2nnc(Cc3ccccc3)o2)CC1	1.1%	-6
CN(C)CCNC(=O)C(c1ccccc1)c1ccccc1	0.9%	4
CCCNC(=O)CSC1=N/C(=C/c2ccc(F)cc2)C(=O)N1CC	-4.6%	/
CC(C)CN1C(=O)c2ccc(C(=O)NCc3ccc4c(c3)OCO4)cc2C1=O	3.3%	/
COc1ccccc1NC(=O)CSc1nnc(C)n1CC1CCCO1 (stereo not given)	-3.9%	/
CCOc1cc(NC(=S)NCCCN2CCOCC2)c(OCC)cc1NC(=O)c1ccc(C)cc1	-1.4%	-2
O=C1OC(c2ccc(Cl)cc2)=N/C1=C\c1cccnc1	2.5%	/
CC(C)(SC(=S)N1CCCCCC1)C(=O)O	1.8%	-16
Cc1c(/C=N/NC(=O)C(NC(=O)c2ccc3c(c2)OCO3)C(C)C)c2ccccc2n1C (stereo not given)	0.6%	/
O=C(CSc1nc2ccccc2o1)NCc1ccco1	11%	13
COC(C(=O)Nc1c(F)cccc1F)c1ccccc1 (stereo not given)	-0.7%	2
Clc1cccc(/C=N\Nc2nccs2)c1	0.4%	-4
COC(=O)CCSCc1cn2cc(Cl)ccc2n1	-0.3%	/
Cc1noc(C)c1COc1ncnc2ccccc12	-3.0%	3
COc1ccc(C(=O)Nc2cccc(-c3nc4ncccc4o3)c2C)cc1OC	2.1%	3
COc1oc(-c2ccccc2C)nc1C(F)(F)F	-2.6%	1
N#Cc1ccc(-c2cccs2)nc1SCc1cccnc1	0.5%	-5

Overlap with the part before: 2 entries, followed by the next part.
Molecule	GlmU inhibition	Mtb RmlCD inh
COc1oc(-c2ccccc2C)nc1C(F)(F)F	-2.6%	1
N#Cc1ccc(-c2cccs2)nc1SCc1cccnc1	0.5%	-5
CCc1cccc(CC)c1NC(=O)c1cccc(N)c1	1.6%	10
CC(C)(C)c1ccc(NC(=O)NC2CCCc3ccccc32)cc1 (stereo not given)	-0.5%	2
O=C1C2CCN(CC2)C1Cc1ccc(OCCOc2ccccc2)cc1 (stereo not given)	-1.2%	-2
CCOc1ccc(NC(=O)C2CCN(C(=O)NC3CCCCC3)CC2)cc1	5.7%	4
COc1ccc2cc1Oc1ccc(cc1)C[C@H]1c3cc(c(OC)cc3CCN1C)Oc1c(OC)c(OC)cc3c1[C@H](C2)N(C)CC3	-4.0%	-1
O=C(Nc1ccccc1)c1cccn(Cc2ccccc2)c1=O	7.2%	-12
O=C(CSc1nc2ccccc2s1)N/N=C/c1ccc(C(=O)O)cc1	5.3%	5
CC1=C(C(=O)NC2CCCCC2C)C2(CCC(C)CC2)OC1=O (stereo not given)	7.9%	-3
CCOc1ccccc1CNCCOC	-7.6%	8
Nc1ccn([C@@H]2O[C@H](CO)[C@@H](O)[C@@H]2O)c(=O)n1	-1.7%	/
CCCCOCCCNC(=O)CN1C(=O)c2ccccc2C1=O	-1.8%	57
COCCCNC(=O)Cn1c(=O)n(CCCCCC(=O)NCc2ccc3c(c2)OCO3)c(=O)c2sccc21	-0.8%	4
Clc1ccc(SCc2csc(N3CCOCC3)n2)cc1	2.3%	84
O=c1cc(O)c2ccccc2n1Cc1ccccc1Cl	2.1%	5
CCCCCC(=O)N1CC2(C)CN(C(=O)CCCCC)CC(C)(C1)C2=O	4.7%	-3
CC1(C)CC2CC(C)(CN2S(=O)(=O)c2ccc(C(=O)Nc3ccc(Cl)c(S(=O)(=O)N4CCOCC4)c3)cc2)C1 (stereo not given)	1.5%	21
Cc1ccc(Nc2nc(-c3ccc(S(=O)(=O)N4CCOCC4)cc3)cs2)cc1	-4.1%	/
CCC(COC(=O)NC)NC(=O)Oc1ccccc1 (stereo not given)	-1.8%	9
COc1ccc(/C=N/Nc2cc(C)nc(N)n2)cc1	-1.8%	-12
COc1cccc(CN2CCN(S(=O)(=O)c3ccc(Br)cc3)CC2)c1	-0.5%	10
CCOC(=O)CSc1nnc(-c2ccc(NS(=O)(=O)c3ccc(C)cc3)cc2)o1	-2.6%	-3
COc1ccc(-c2cc(C(F)(F)F)nc(N3CCCCC3)n2)cc1OC	1.0%	/
Cc1cc(OC(=O)c2ccc(S(=O)(=O)N3CCOCC3)cc2)c([N+](=O)[O-])c(=O)[nH]1	2.3%	1
Cc1ccc(O)c(NC(=S)NC(=O)c2ccccc2Cl)c1	9.9%	-14
COc1cc2ccccc2cc1C(=O)Nc1ccc(Cc2ccncc2)cc1	1.2%	/

Laid out differently: entries from further up
Order of results: GlmU inhibition | Mtb RmlCD inh
CC1=C(C(=O)NC2CCCCC2C)C2(CCC(C)CC2)OC1=O (stereo not given)
→ 7.9% | -3
CCOc1ccccc1CNCCOC
→ -7.6% | 8

The list goes on.
Molecule	GlmU inhibition	Mtb RmlCD inh
C/C(Cn1cnc([N+](=O)[O-])n1)=N\NC(=O)c1cccc(F)c1	1.9%	/
O=C(NCCc1ccccn1)c1ccc(COc2ccccc2)o1	/	0
Cc1nc(SCc2ccc(Cl)c(Cl)c2)ncc1C(=O)O	1.6%	/
CCn1c(=O)n(CC)c2cc(N)ccc21	-2.0%	5
COc1cc(-c2ccc(Nc3ccccc3C(=O)O)c(OC)c2)ccc1Nc1ccccc1C(=O)O	27%*	-5
Cc1cccc(NC(=S)N(C)C)c1C	3.2%	/
CC(=O)c1c(C)[nH]c(C(=O)Nc2cccnc2)c1C	6.6%	-6
Cc1nn(C)c(C)c1S(=O)(=O)N1CCC(C(=O)NCC2COc3ccccc3O2)CC1 (stereo not given)	0.2%&0.7%	/
COCCn1c(SCC(=O)NCc2ccc3c(c2)OCO3)nnc1-c1c[nH]c2ccccc12	0.7%	8
C=CC(=O)Nc1ccc(Br)cc1	-0.7%	10
CC1CN=C(NC2CCCCC2C)S1 (stereo not given)	-3.7%	/
COc1ccc(N2C(=O)CCC(C(=O)O)C2c2ccccc2OC)cc1 (stereo not given)	-0.8%	/
COc1cc(OC)c(S(=O)(=O)N2CCN(C(=O)c3ccccc3F)CC2)cc1NC(C)=O	0.3%	5
CCc1c(C)c2ccc(OCC(=O)N(C)C)c(C)c2oc1=O	4.5%	-11
CS(=O)(=O)N(CCc1ccccc1)CC(=O)NCc1ccco1	2.1%	-7
COCCN1Cc2cc(=O)n3c([nH]c4ccccc43)c2C1=N	9.2%	-8
Cc1ccc(CN2CCN(Cc3cccc(OCCO)c3)CC2CCO)o1 (stereo not given)	3.2%	19
CC(C)COC(=O)N1CC(O)CC1C(=O)O (stereo not given)	3.4%	/
CCOC(=O)C1=C(COc2ccccc2)NC(=O)NC1c1ccc2ccccc2c1 (stereo not given)	1.9%	/
Cc1ccccc1-n1c(O)cc(=O)[nH]c1=S	-3.5%	4
O=C(N/N=C/c1cc2c(cc1Br)OCO2)C1COc2ccccc2O1 (stereo not given)	-3.5%	1
CCOC(=O)CN1C(=N)N(c2nc(NC(C)C)nc(NC(C)C)n2)CC1=O	-1.5%	/
CC(C)(C)C1CCc2c(sc3nc(SCC(=O)O)nc(N)c23)C1 (stereo not given)	9.4%	-33
CCn1cc(/C=C/C(=O)Nc2ccc(C)cc2Br)cn1	1.1%	/
CC1CCc2nn(CC(=O)NCCCN3CCCCC3)cc2C1 (stereo not given)	-4.0%	4
COc1ccc(OC)c(S(=O)(=O)N2CCC(C(=O)Nc3ccccc3)CC2)c1	-6.1%	-1
O=C(CSc1ccc(-c2cccs2)nn1)NCc1ccccc1Cl	0.9%	6
Cc1cnccc1CN(C)Cc1nc(Cc2ccccc2Cl)no1	1.2%	5
O=C(Cn1nnc(-c2ccccc2)n1)N/N=C/c1cccc([N+](=O)[O-])c1O	9.9%	-1
COC(=O)c1ccccc1Sc1ncnc2onc(C)c12	0.9%	/
COC(=O)CC1C(=O)NCCN1C(=S)Nc1cccc(C)c1 (stereo not given)	-1.6%	2
O=C(CSc1nc(C2CC2)nc2ccccc12)N1c2ccccc2Sc2ccc(C(F)(F)F)cc21	2.7%	-4
Cc1ccc(NC2=NC3(CCCC3)N=C(N)N2)c(C)c1	-9.4%	7
O=C(Cc1ccccc1)N/N=C/c1cccc([N+](=O)[O-])c1	-0.2%	38
COc1ccc(C(=O)CCc2nc3ccccc3s2)cc1	0.4%	0
Cc1ccc(S(=O)(=O)N(C)c2ccc(C(=O)N3CCc4ccccc4C3)cc2)cc1	5.1%	-7
Cn1nc(C(F)(F)F)c(/C=N/OC(=O)c2ccccc2)c1Sc1ccc(Cl)cc1	3.6%	17
CCOC(=O)C1=C(C)n2c(s/c(=C3\C(=O)Nc4ccccc43)c2=O)=NC1c1ccc(OC)cc1 (stereo not given)	5.5%	-9
C=CCn1c(SCC(=O)Nc2ccc(C)cc2C)nnc1-c1cccnc1	-0.5%	4
N#Cc1c(NC(NC(=O)c2ccco2)C(=O)c2ccccc2)sc2c1CCCC2 (stereo not given)	-2.6%	-5
COc1cccc(N2CCN(CC(=O)Nc3ccc(-n4cnnn4)cc3)CC2)c1	-2.0%	8
O=C(O)C1CCCCC1C(=O)NCc1ccncc1 (stereo not given)	3.1%	-7
Cc1ccccc1C(=O)NC1CCSC1=O (stereo not given)	-3.3%	13
COCC(=O)NC1CCN(S(=O)(=O)c2ccc(C(=O)O)cc2)CC1	-2.6%	8
COC(=O)c1ccc(COc2ccccc2/C=C(\C#N)C(=O)NC(C)C)cc1	-6.3%	9
Cc1cccc(C)c1NC(=O)NC1(C(=O)N2CCOCC2)CCCCC1	0.7%	6
Cc1cccc(NC(=O)CSc2nnc(-c3ccccc3)n2N)c1C	/	1
O=C(NCc1ccco1)c1cccnc1-c1nc2ccccc2s1	/	-5
O=C(COC(=O)c1c(F)cccc1F)c1ccc[nH]1	-5.3%	-14
CC1CN(c2ccc(Oc3ccccc3)cc2)c2nc3c(c(=O)[nH]c(=O)n3C)n2C1 (stereo not given)	-6.1%	-6

Entries listed so far that contain a tert-butyl group:
Molecule	GlmU inhibition	Mtb RmlCD inh
CC(C)(C)c1ccc(NC(=O)NC2CCCc3ccccc32)cc1 (stereo not given)	-0.5%	2
CC(C)(C)C1CCc2c(sc3nc(SCC(=O)O)nc(N)c23)C1 (stereo not given)	9.4%	-33

The list continues.
Molecule	GlmU inhibition	Mtb RmlCD inh
Cc1ccc(C)n1-n1cnc2scc(-c3cccs3)c2c1=O	5.5%	/
Cc1noc(C)c1S(=O)(=O)N1CCC(C(=O)NCCc2ccc(S(N)(=O)=O)cc2)CC1	5.7%	-5
CC1CCN(C(=O)Cn2nc(C(F)(F)F)c3c2CCCC3)CC1	-2.0%	/
COc1ccc(CC(=O)NNC(=O)CSc2ccc(C)cc2)cc1	-7.5%	10
CCCS(=O)(=O)Nc1cc(C(F)(F)F)ccc1OCCOC	7.4%	9
CCOC(=O)c1cc(-c2nnc(-c3ccc(Cl)cc3)o2)c(C)nc1C	-3.0%	?
COc1cc(C(=O)Nc2cccc(-c3nc4ncccc4o3)c2C)cc(OC)c1OC	-2.5%	/
Cn1cc(C(=O)c2ccc(Cl)cc2Cl)cc1C(=O)N/N=C(\N)COc1cccc(C(F)(F)F)c1	0.1%	/
COc1ccc(C(=O)Nc2cc(C(F)(F)F)ccc2-n2cnc3ccccc32)cc1	-0.8%	10
CCOC(=O)/C(C#N)=C/c1cccc(C)c1	-4.8%	/
Cc1cc(C)cc(N(CCC#N)C(=O)CSc2nc3nc(C)cc(C)n3n2)c1	-4.5%	/
CC(C)(C)OC(=O)NCc1nc(N)n[nH]1	-0.9%	-7
CCOC(=O)C1=C(O)/C(=C/c2cn(CC(=O)NCC3CCCO3)c3ccccc23)SC1=Nc1ccc(C)cc1 (stereo not given)	3.0%	/
OCCCn1c(C(CO)Nc2nc(-c3ccc(Cl)cc3)cs2)nc2ccccc21 (stereo not given)	4.4%	/
COC(=O)C1CC(=O)N(Cc2ccccc2)C1 (stereo not given)	6.6%	8
COc1ccc(-n2ccnc2CN2CCCC(CO)(Cc3cccc(OC)c3)C2)cc1 (stereo not given)	1.0%	-4

The list is partial; the hit share may differ from the screen's.
